Bioassay records: PubChem, several laboratories
S1P4 agonist = activates the human S1P4 receptor | O95977 | S1P4-expressing cell line, agonist reporter assay | activation, % at 4.98 µM | 220,000 compounds, 0.35% hits; in the data active means activation above about 11%;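 further: 0% = DMSO vehicle and 100% = reference agonist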
Target sequence (O95977 whole entry, looked up): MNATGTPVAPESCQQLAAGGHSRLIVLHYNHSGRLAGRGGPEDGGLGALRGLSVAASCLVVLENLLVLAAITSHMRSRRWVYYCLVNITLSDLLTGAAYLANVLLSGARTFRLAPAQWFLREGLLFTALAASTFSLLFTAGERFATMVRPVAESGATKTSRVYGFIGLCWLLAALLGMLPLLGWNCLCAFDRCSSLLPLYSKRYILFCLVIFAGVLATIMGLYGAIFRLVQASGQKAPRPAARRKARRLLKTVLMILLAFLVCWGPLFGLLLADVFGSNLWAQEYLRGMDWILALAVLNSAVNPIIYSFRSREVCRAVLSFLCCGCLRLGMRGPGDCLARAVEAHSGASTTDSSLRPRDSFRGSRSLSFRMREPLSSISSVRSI
S1P4 antagonist = antagonists of human S1P4 receptor | O95977 | S1P4-expressing cells, antagonist mode, reporter read-out | inhibition, % at 4.98 µM | 220,000 compounds, 0.26% hits | AID 1510; in the data active means inhibition above about 29%;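 further: 0% = wells stimulated with agonist and 100% = vehicle wells without agonist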
EP2 modulator = modulators of human EP2 prostaglandin E2 receptor. EP2-expressing cells, cAMP HTRF FRET, PGE2 co-stimulation. induction, % at 25 µM. 260,000 compounds, 0.83% hits. AID 940;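 active means compounds whose cAMP rise, as percent of the full-agonist control response, exceeds 60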;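 further: rat C6 glioma line stably carrying human EP2 under a CMV promoter; the protocol text gives 20 µM as final concentration; 100% = response of wells given 1 µM PGE2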
TRPN1 ag = agonists of zebrafish TRPN1 channel. HEK293 zebrafish TRPN1-YFP, Fluo-8 calcium fluorescence; 100% = response to 87 µM carbachol. activation, % at 3 µM. 220,000 compounds, 0.18% hits;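 active means activation above its plate's cutoff, the mean activation of test wells on that plate plus 3 SD, cut at about 19% in these data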;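 further: 0% = DMSO alone and 100% = 87 µM carbachol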
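Control set: carbachol 87 µM as high control, DMSO as low control; system: HEK293 stable line with zebrafish TRPN1-YFP; read-out: % activation versus carbachol response; detection: intracellular calcium fluorescence with Fluo-8; doses: single test compound dose, 3 µM nominal, 0.3% DMSO; schedule: dye 1 h 37 °C plus 30 min RT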
NPY2 pot ag = potentiators or agonists of human neuropeptide Y receptor Y2. P49146. cells expressing NPY-Y2, potentiator/agonist read-out. activation, % at 3.6 µM. 220,000 compounds, 0.45% hits; in the data active means activation above about 27%;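 further: cells stimulated with NPY near EC25 plus isoproterenol at EC100; 0% = vehicle plus submaximal agonist and 100% = vehicle plus saturating agonist; some results beyond the cut were filed as inactive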
Target sequence (P49146 whole entry, looked up): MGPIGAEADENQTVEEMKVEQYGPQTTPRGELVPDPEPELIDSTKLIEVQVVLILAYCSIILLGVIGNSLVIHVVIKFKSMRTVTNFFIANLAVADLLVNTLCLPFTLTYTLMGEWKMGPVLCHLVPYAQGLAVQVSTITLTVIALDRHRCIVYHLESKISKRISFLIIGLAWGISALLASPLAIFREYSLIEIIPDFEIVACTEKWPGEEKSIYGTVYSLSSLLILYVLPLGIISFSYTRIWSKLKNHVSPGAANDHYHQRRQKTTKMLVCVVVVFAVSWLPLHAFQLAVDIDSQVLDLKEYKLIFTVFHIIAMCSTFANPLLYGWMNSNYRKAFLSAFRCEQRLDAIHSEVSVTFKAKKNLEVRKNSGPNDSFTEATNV
TRPML3 agonist = agonists of human TRPML3 channel; HEK293 TRPML3-YFP, Fluo-8 calcium fluorescence; 100% = the carbachol control signal; activation, % at 3 µM; 220,000 compounds, 0.29% hits; AID 1448; Q8TDD5;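 active means activation above its plate's cutoff, the mean activation of the plate's test wells plus 3 SD, cut at about 12% in these data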;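 further: 0% = DMSO only wells and 100% = carbachol wells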
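Test system: HEK293 cells stably carrying human TRPML3-YFP; Doses: single dose, 3 µM final nominal compound, 0.3% DMSO final; Schedule: dye loading 1 h 37 °C then 30 min ambient, 125 s read; Technique: Fluo-8 calcium fluorescence; Benchmarks: high control carbachol 87 µM, low control DMSO.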
NPY-Y1 PAM-ag = potentiates or activates human NPY-Y1 receptor; activation, % at 3.6 µM; 220,000 compounds, 0.37% hits; P25929; NPY-Y1 expressing cells, potentiator/agonist activation; in the data active means activation above about 33%, passing the limit was not always enough;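 further: cells stimulated with NPY at EC10 then isoproterenol at EC100; 0% = low agonist plus stimulus and 100% = saturating agonist plus stimulus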
NPY Y1 blocker = antagonists of human neuropeptide Y receptor Y1 | P25929 | inhibition, % at 3.6 µM | HEK293-CNG Y1 cells, membrane potential fluorescence; NPY at EC95, then isoproterenol | 200,000 compounds, 1% hits;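 active means inhibition above the campaign mean inhibition of all tested compounds plus 3 SD, cut at about 20% in these data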;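 further: 0% = DMSO wells given NPY plus isoproterenol and 100% = isoproterenol alone without NPY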
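Benchmarks – high control isoproterenol alone, low control NPY with isoproterenol · Material – HEK293 Y1/CNG channel cell line · Times – dye 3 h, compound 60 min room temperature, stimulation 45 min · Probe or stimulus – NPY (25 nM), isoproterenol (1 µM), Ro 20-1724 (25 µM) · Evaluation – % inhibition of NPY effect · Signal – fluorescence, membrane potential probe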
CHOP inhibitor = CHOP inhibition in unfolded protein response | CHO-K1 CHOP-promoter luciferase, tunicamycin-induced, 15-18 h | inhibition, % at 10 µM | 220,000 compounds, 3.8% hits;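 active means compounds that reduced the stress-induced luciferase reporter signal by more than about 70% of percent inhibition, limit read from the data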;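 further: 0% = tunicamycin plus vehicle and 100% = wells without tunicamycin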
An asterisk follows results filed as active; / = no result given; & = joins results of further samples.

SMILES	S1P4 agonist	S1P4 antagonist	EP2 modulator	TRPN1 ag	NPY2 pot ag	TRPML3 agonist	NPY-Y1 PAM-ag	NPY Y1 blocker	CHOP inhibitor
CN(C[C@H](Cc1ccccc1)N(C[C@H](CC1CCCCC1)N(CCc1ccccc1)N=O)N=O)N=O	-1.1	-4	13	-2.3	-6	-0.6	4	1	17
Cc1c(C(=O)N2CCN(c3ccc(C(F)(F)F)cn3)CC2)oc2ccccc12	-0.1	-11	46	-0.5	-7	0.4	-3	14	55
CCC1CCc2c(sc(NC(=O)c3ccco3)c2C(N)=O)C1 (stereo not drawn)	2.0	8	-47	-0.6	9	0.0	12	0	60
COc1ccc(/C=N/Nc2c(Cl)cc(Cl)cc2Cl)cc1CN1CCOCC1	1.9	6	-2	-0.5	5	0.0	-14	2	45
COC(=O)c1ccc(Oc2c(C(F)(F)F)oc3c(CN4CCN(C)CC4)c(O)ccc3c2=O)cc1	-2.3	3	-6	0.2	-6	-0.6	7	-1	28
Cc1ccc(Cl)c(OCCCCN(C)Cc2ccccc2)c1	0.4	-11	-9	-1.1	-5	0.5	-26	19	4
CCc1nnc(N/N=C/c2c(Cl)cccc2Cl)n1N	-0.1	-2	-1	0.1	-8	1.3	-13	4	-3
COc1c(Cl)cc(Cl)cc1CNCCNCCO	-0.4	-10	-1	-0.5	-16	0.1	-10	5	14
C(=N\c1nc2ccccc2n1CCN1CCOCC1)/c1cccs1	-0.5	-19	-1	0.7	-8	0.1	16	-2	10
CC(C)(C)Cc1nnc(NS(=O)(=O)c2ccccc2)s1	-0.3	8	35	-1.5	-6	0.0	-10	-6	20
O=C(CSc1ccc(Cl)cc1)c1ccco1	-5.2	-5	9	-0.3	-8	-0.7	-12	-3	20
COCc1cc(=O)[nH]c(/N=C(\N)Nc2ccccc2C)n1	0.4	-6	-3	0.8	0	0.8	-7	-1	-1
O=C(CSc1nc2ccccc2s1)NC1CCCc2ccccc21 (stereo not drawn)	-0.8	-10	-1	-2.1	2	-0.1	-38	2	8
Cc1ccc(-n2c(-c3ccncc3)n[nH]c2=S)cc1	0.3	-19	12	-0.2	-5	-0.7	-27	6	14
CCN(CC)S(=O)(=O)c1ccc(-c2nnc(SCC(=O)N3c4ccccc4CC3C)n2CC)cc1 (stereo not drawn)	-0.4	-10	-29	7.5	-2	3.9	-10	6	26
CSc1nnnn1-c1c(C)cccc1C	0.4	4	20	0.6	-4	0.5	-4	/	-10
Cc1ccc(C(=O)CC2(O)C(=O)N(C)c3ccccc32)o1 (stereo not drawn)	0.4	-18	-5	0.2	13	0.5	2	3	4
Cc1ccc(-n2c(-c3ccccc3)cc(/C=N/NC(=O)CC#N)c2-c2ccccc2)cc1	2.0	-8	23	-0.4	14	1.4	20	6	47
CCN(CC)CCN1C(=O)Cn2c(C)c(C)c3cccc1c32	-0.9&0.4	-1&-11	-39&-37	0.2&0.1	-3&-6	-0.3&1.3	-6&-3	10&11	-1&20
CC1(C)NC(=O)N(CCOCCOc2c(Cl)cc(Cl)cc2Cl)C1=O	3.0	12	-19	-0.6	-1	0.1	-4	6	2
COP(=O)(OC)C(Nc1ccc(C)cc1)c1ccc([N+](=O)[O-])cc1 (stereo not drawn)	0.1	-7	-1	-0.1	-5	-0.2	-8	7	-43
COc1ccc(NC(C)=O)cc1NC(=O)CSc1nnc(-c2ccc(F)cc2)n1N	2.7	-7	-26	-0.3	17	0.4	-1	-2	-12
CCOC(=O)C1=C(c2ccccc2)N=c2s/c(=C\c3cc(OC)c(OC)c(OC)c3)c(=O)n2C1c1cccs1 (stereo not drawn)	-1.3	-6	23	1.2	7	0.2	3	-1	-19
CCn1c2ccccc2c2cc(NC(=O)c3ccc(C)c([N+](=O)[O-])c3)ccc21	2.1	-8	12	-0.6	-13	0.2	-16	4	10
CCNC(=S)Nc1ccc(Cl)cc1Cl	1.0	19	2	2.8	6	0.5	18	-1	13
Fc1ccccc1Nc1nc2ccccc2n2nnnc12	1.4	-8	-38	-0.2	-12	0.9	-11	11	-45
Cc1ccc(C(=O)CSc2ncnc3sc4c(c23)CCCC4)cc1	0.6	-10	28	0.1	0	0.2	9	4	-12
COC(=O)c1cc(CNC(=O)c2cccc(Cl)c2Cl)ccc1OC	-0.1	-16	-25	-0.2	-6	0.1	2	-4	18
O=c1c2ccccc2cnn1-c1ccc(Cl)cc1	-0.9	-5	-1	-1.7	1	-0.6	12	-5	13
COc1ccc(C)cc1-n1nnnc1SCC(=O)Nc1cccnc1Cl	-0.4	-25	-15	2.4	-3	1.0	8	-2	12
CCn1c(=O)c2c(nc3n2CCS3)n(C)c1=O	-0.5	-10	9	1.5	4	0.6	-18	0	2
O=C(CSCc1ccccc1)Nc1cccc(F)c1	0.8	-17	0	-1.4	-3	0.9	-2	5	4
NCc1ccc2[nH]c(=O)[nH]c2c1	-1.0	-1	-19&33	1.5	10	0.9	-11	3	1
Cc1nc2c(s1)sc1ccccc12	-2.2	-21	4	1.7	-17	0.5	-24	3	34
O=[N+]([O-])c1ccc(/C=N/Nc2nc(N3CCCCC3)nc(N3CCCCC3)n2)cc1	1.0	16	23	-0.3	-5	-0.6	0	-2	62
O=C(Oc1cccc(-n2cnnn2)c1)c1sc2ccccc2c1Cl	1.0	-3	7&-5	0.7	4	0.4	-29	2	15
Cc1ccc2[nH]c(=O)c3cc(C(=O)NCC4CCCO4)sc3c2c1 (stereo not drawn)	0.9	-2	-35	2.9	-4	0.2	12	-4	10
CCn1c(SCC(=O)N2CCN(c3ccccc3F)CC2)nnc1-c1ccoc1C	0.5	-4	-23	2.9	-6	1.1	-14	1	25
Cc1nnc(-c2cnn(C)c2N)n1Cc1ccc(Cl)cc1	1.0	-4	13	-0.1	7	0.4	5	7	-10
COc1cc(C(=O)Nc2nc(-c3ccc(F)cc3)cs2)ccc1OCC(=O)N1CCOCC1	-0.3	-8	-64	2.3	11	0.7	-14	0	33
Cc1cccc(Nc2nc(N)c([N+](=O)[O-])c(N3CC(C)CC(C)C3)n2)c1 (stereo not drawn)	1.2	-32	63*	-0.7	12	0.6	36	-6	103*
O=C(CSc1ncn[nH]1)Nc1ccc(Cl)c(S(=O)(=O)N2CCOCC2)c1	-0.8	-15	16	0.2	-3	0.8	-14	0	-3
O=C(CSc1nc2ccc(Cl)cc2[nH]1)c1c[nH]c2ccccc12	-0.1	0	-51	0.6	-1	0.5	-9	-6	101*
O=C(NCc1ccc(Cl)cc1)c1ccccc1Oc1ccccc1	1.5	8	56	-2.1	-14	-1.0	-8	1	60
CS/C(=N\S(=O)(=O)c1cccs1)Nc1ccc(Cl)cc1	0.2	-16	5	-2.6	13	0.3	5	3	16
CSc1nc(C)cc(Oc2ccc(OCCOc3ccccc3)nn2)n1	0.0	-5	-22	-0.8	-39	-1.9	-24	4	5
COc1ccc(-c2nc3n(n2)C(c2ccccc2Cl)C(C(N)=O)=C(C)N3)cc1 (stereo not drawn)	2.0	-16	-7	1.8	1	-0.1	-15	2	16
O=C(Nc1cccc2ccccc12)C1CCN(C(=O)Cc2ccccc2)CC1	4.2	-18	-64&29	-0.9	6	0.1	2	-1	32
CCN(CC)S(=O)(=O)c1cccc(-c2nnc(-c3ccc(C)cc3)o2)c1	-1.2	-14	23	-0.2	6	-0.9	-21	3	4
CCN1CCN(c2ccc(NC(=O)CCc3c(C)nc4c(-c5ccc(F)cc5)c(C)nn4c3C)cc2)CC1	-0.6	0	-26	2.9	22	1.9	36	-10	-27
CCN(CC)CCCNC(=O)c1ccc2c(=O)n(Cc3ccc4c(c3)OCO4)c(=S)[nH]c2c1	-0.6	3	-29	-0.8	0	0.3	-6	3	2
O=C(C(=O)N1CCN(c2ccc(F)cc2)CC1)c1c[nH]c2ccccc12	0.0	-4	-42	0.6	12	0.5	27	-4	51
Cc1ccc(-c2cnc3c(Cl)c(C)nn3c2)cc1	-0.5	-7	-17	0.1	-5	-0.1	-10	8	48
CC(=O)Nc1ccc2c(c1)NC(=O)CC2	-0.5	-4	29	-0.5	10	0.4	19	3	19
CCCCN1C(=O)/C(=C/C=C2/CC(C)(C)CN2C)SC1=S	0.6	-19	11	26*	7	14*	1	6	-32
COC(=O)c1ccc(S(=O)(=O)NCc2ccc(S(N)(=O)=O)cc2)o1	0.2	1	15	0.8	0	1.0	-2	/	-8
O=C(ONC1=NCCCCC1)c1cccc([N+](=O)[O-])c1	5.2	18	13	0.3	10	-0.2	18	6	11
CCCCCCNc1nc(NCc2ccco2)nc(OCC)n1	-2.0	-14	25	-1.6	-9	-0.4	8	11	49
CNc1nc(N)c([N+](=O)[O-])c(NCCO)n1	1.6	-4	17	-1.1	16	1.0	12	-3	5
COc1ccc(C(=O)OCC(=O)N(C)C2CCS(=O)(=O)C2)cc1S(=O)(=O)N1CCCc2ccccc21 (stereo not drawn)	-0.1	-8	-5	0.5	3	1.0	2	0	16

Next results.
SMILES	S1P4 agonist	S1P4 antagonist	EP2 modulator	TRPN1 ag	NPY2 pot ag	TRPML3 agonist	NPY-Y1 PAM-ag	NPY Y1 blocker	CHOP inhibitor
CCOc1ccc2cc(S(=O)(=O)N3CCOCC3)ccc2c1	0.3	-2	-3	-2.3	4	-1.1	-26	-4	31
Cc1ccc(C(=O)Nc2ccc(CN3CCCCC3)cc2)c(C)c1	1.8	5	-44	-1.0	-13	0.3	-7	9	5
FC(F)Oc1ccc(NC(=S)NNc2ccnc3cc(Cl)ccc23)cc1	1.7	-6	-62	-0.6	8	0.5	14	2	-65
O=C1CC(C(=O)N2CCOCC2)C2(CCCC2)O1 (stereo not drawn)	-0.5	-5	15	0.7	1	-0.2	10	-2	11
CCOC(=O)C1=C(c2ccccc2)NC(=O)N(C(C)=O)C1c1cccc([N+](=O)[O-])c1 (stereo not drawn)	-0.9	-4	40	-1.6	-6	-1.5	5	-4	10
COc1ccc(C)cc1NC(=O)CSc1nnc(COc2ccc(Cl)cc2)n1Cc1ccco1	0.5	5	22	0.5	11	0.0	4	0	43
COc1cc2c(C(=O)NCc3ccc(C)o3)cn(CC(C)C)c(=O)c2cc1OC	0.1	12	11	1.1	19	0.2	-12	1	-13
COc1ccc(CC(=O)N2N=C(C)CC2(O)C(F)(F)F)cc1 (stereo not drawn)	1.2	-11	-6	-1.1	0	0.5	-2	0	17
CC(C)c1nc(CNC(=O)CC2C(=O)NCCN2Cc2ccoc2)cs1 (stereo not drawn)	-3.4	-13	13	-0.1	-13	1.0	11	-1	48

Entries of single compounds from above. Values in the order: S1P4 agonist | S1P4 antagonist | EP2 modulator | TRPN1 ag | NPY2 pot ag | TRPML3 agonist | NPY-Y1 PAM-ag | NPY Y1 blocker | CHOP inhibitor
`O=C(NCc1ccc(Cl)cc1)c1ccccc1Oc1ccccc1` is listed with 1.5 | 8 | 56 | -2.1 | -14 | -1.0 | -8 | 1 | 60
`CC(C)(C)Cc1nnc(NS(=O)(=O)c2ccccc2)s1` is listed with -0.3 | 8 | 35 | -1.5 | -6 | 0.0 | -10 | -6 | 20
